Screens from PubChem.
West Nile antiviral: West Nile virus antiviral activity, cell-based, CPE readout (AID 1621) | West Nile virus-infected cells, CPE inhibition; higher % means a stronger effect | CPE inhibition, % at 10 µM; hits with a dose series show IC50 in µM | hit rate 0.02% among 290,000; in the data active means a potency from the dose series; further: strong numbers were not always called active
Myeloid diff MLP: induction of myeloid progenitor differentiation, primary screen, cell-based, flow cytometry, MLPCN library; calls only at 10 µM; hit rate 1% among 360,000; ER-HoxA9 myeloid progenitors, lysozyme-GFP differentiation;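 active means normalized GFP-positive differentiation at or above the plate's own cutoff, the solvent-only control mean plus 3 SD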;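 further: cells exposed to compound for four days before flow analysis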
Autophagy HCS: autophagy modulators in MEF cells, primary screen, imaging, high-content, MEF GFP-LC3. AID 463193, 2010. calls only at 10 µM (by protocol). MEF GFP-LC3 puncta imaging; test concentration mostly 10 µM. hit rate 0.98% among 190,000;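 active means percentage of spot-positive cells more than 3 SD above its plate mean, without a fluorescence outlier flag or 80% toxicity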;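 further: spot-positive cell cutoff set from DMSO-treated cells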
Ins promoter up: insulin promoter activators in MIN6 cells, imaging, high-content screening, mouse beta cells. MIN6 insulin promoter-GFP reporter; hits give high values. z-score at 5 µM. hit rate 0.3% among 190,000;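 active means z-score above 3 at 5 µM with at least 500 cells counted in the well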
T cell modulator: modulators of CD8 T cell-vesicle binding, primary screen, mouse 2C CD8+ T cells, flow cytometry | 2C CD8+ T cell-vesicle binding; hits give low values | calls only at 7 µM | hit rate 0.068% among 330,000;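 active means response, share of CD8 T cells binding vesicles, and their 90th percentile fluorescence all below set limits, cut at about 80% in these data, passing the limit was not always enough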
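Material: murine 2C transgenic CD8+ T lymphocytes / Also added: QL9-peptide-loaded Drosophila micro-vesicles bearing Ld, ICAM-1 and B7-1 / Schedule: binding step 1.5 h, 37 °C, antibody labelling 20 min, ice / Signal: flow cytometry, PE anti-B7-1 (FL2) versus Alexa647 anti-CD8 (FL8), PFA-fixed / Evaluation: percent CD8+ FL2 mean versus row control / Benchmarks: naked versus QL9-loaded vesicles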
b-catenin transl: modulators of beta-catenin nuclear translocation, primary screen, imaging, HeLa cells, immunofluorescence, high-content. hit rate 0.3% among 190,000. AID 1665, 2009. nuclear translocation activity, % at 5 µM;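 active means nuclear translocation activity above 50% at 5 µM, with a well cell count of 50 or more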;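 further: per-cell ratio of nuclear to cytoplasmic median beta-catenin stain intensity; plate controls were DMSO negative control for no effect and GSK-3 inhibitor IX positive control for full effect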
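Read-out: Nuclear/cytoplasmic beta-catenin signal ratio, % activation | Assay system: Human HeLa cell line | Times: 24 h compound exposure at 37°C, 5% CO2 | Signal: Fluorescence imaging of beta-catenin antibody stain plus DAPI | Dosing: 5 µM primary, 0.02–20 µM confirmation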
WT yeast gro inh: growth inhibition of WT strain, primary screen, mitochondrial fusion inhibitor project, WT and mutant strains, chemical genetic | inhibition, % at 10 µM | mitochondrial fusion phenotypic screen | hit rate 2.1% among 190,000 | AID 1362, 2008; in the data active means inhibition above about 58%; tested in S. cerevisiae
Hep lipid drop: inhibitors of hepatocyte lipid droplet formation, primary screen, imaging, high-throughput imaging, BODIPY stain | AML12 mouse hepatocytes, oleate lipid droplets | inhibition, % at 6.5 µM | hit rate 0.4% among 240,000 | AID 1656, 2009;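 active means lipid droplet intensity inhibited by at least 50%, with more than 500 cells counted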
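Material – mouse AML12 hepatocyte cell line, fixed after treatment · Compound dosing – one dose, 6.5 µM compound · Times – compound with oleate, overnight · Measured by – Image-based BODIPY and DAPI two-channel analysis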
MT stabilizer: microtubule stabilizers in HeLa cells, primary screen, imaging, high-content imaging | % tubulin-high responders, % at 10 µM | hit rate 0.83% among 200,000 | HeLa tubulin immunostaining HCS, 24 h; share of cells brighter than vehicle mean+2SD;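 active means plate Z-score above 3 for both tubulin-high and condensed-nucleus cell shares, with cell loss under 80%, at 10 µM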;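 further: anti alpha tubulin signal scored within the nucleus-defined area of each cell; some results filed as inactive read as strong as hits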
WT yeast gro inh mutant strain: second read-out of WT yeast gro inh, no call of its own (marks repeat the call); inhibition, %; mitochondrial fusion phenotypic screen, mutant strain inhibition
Ins promoter up cell count: further read-out of Ins promoter up, marked with its call; cell count; measured here: cytotoxicity, nuclei count;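 total cells summed across four imaged fields per well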
Hep lipid drop cells 6.5 µM: second read-out of Hep lipid drop, no call of its own (marks repeat the call); cell count; measured here: cell count, cytotoxicity flag;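 cells counted across two imaged fields per well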
b-catenin transl cell count 5 µM: also measured in b-catenin transl; calls as there; cell count; measured here: cell count, cytotoxicity flag
T cell modulator vesicle-bound %: further read-out of T cell modulator, marked with its call; double positive events, %; measured here: CD8+ vesicle-bound cell fraction;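 binding gate set so that unloaded-vesicle control wells show 10% double positive cells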
MT stabilizer Hoechst-high %: also measured in MT stabilizer; calls as there; % Hoechst-high responders; measured here: nuclear condensation Hoechst responders;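 share of cells brighter than vehicle mean plus two SD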
MT stabilizer cytotoxicity %: also measured in MT stabilizer; calls as there; toxicity, %; measured here: cytotoxicity by cell density;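 0% = mean cell density of plate MIN control wells and 100% = no cells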
Autophagy HCS cell loss 18 h: second read-out of Autophagy HCS, no call of its own (marks repeat the call); toxicity, %; measured here: cell loss, nuclei count;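 cell loss after 18 h compound exposure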
Myeloid diff MLP GFP+ MAC1+ %: second read-out of Myeloid diff MLP, no call of its own (marks repeat the call); GFP+ MAC1+ double positive, %; measured here: differentiation confirmed by MAC1 staining
Numbers without * were called inactive; i = inactive; / = not tested or not shown.

mol	West Nile antiviral	Ins promoter up cell count	Autophagy HCS	Myeloid diff MLP	MT stabilizer cytotoxicity %	MT stabilizer	Autophagy HCS cell loss 18 h	b-catenin transl	MT stabilizer Hoechst-high %	Myeloid diff MLP GFP+ MAC1+ %	b-catenin transl cell count 5 µM	Hep lipid drop cells 6.5 µM	T cell modulator vesicle-bound %	T cell modulator	WT yeast gro inh	Hep lipid drop	Ins promoter up	WT yeast gro inh mutant strain
Cc1ccc(NC(=S)Nc2ncccc2C)c(C)c1	0.2%	1356	i	i	3.1	1.9	14.8	3.5	1.8	4.6	1371	/	26.4	i	7.3	/	-0.77	1.0
Nc1ccc(-c2n[nH]c(=O)c3ccccc23)cc1N	0.5%	1237	i	/	7.5	5.6	-0.5	-1.6	2.9	/	1030	717	51.8	i	/	-12.4	-0.48	/
O=[N+]([O-])c1cc(/C=N/O)ccc1Oc1cccc(Cl)c1	-0.6%	1393	i	i	3.2	4.1	1.9	1.4	1.9	0.1	1379	668	52.6	i	71.8*	-8.3	1.09	37.8*
CC(Oc1ccc2c3c(c(=O)oc2c1)CCC3)C(=O)NCCCn1ccnc1 (stereo not drawn)	0.4%	/	/	i	/	/	/	/	/	6.1	/	744	42.1	i	/	-0.7	/	/
CC1CCCN(S(=O)(=O)c2ccc(C(=O)Nc3nnc(C4=COCCO4)o3)cc2)C1 (stereo not drawn)	-0.8%	/	/	i	/	/	/	/	/	1.3	/	801	35.6	i	/	0.4	/	/
COCCOC1CCN(C(=O)C2CCC(=O)N(CCc3cccc(F)c3)C2)CC1 (stereo not drawn)	-0.3%	/	/	i	/	/	/	/	/	0.6	/	706	37.6	i	/	-2.6	/	/
O=C(CNC(=O)c1ccccc1F)NCCOc1cccc(Cl)c1Cl	-0.2%	1291	i	i	7.5	3.1	15.1	-2.0	2.3	3.2	972	552	54.2	i	0.3	-3.7	0.09	0.8
CCCCOc1ccc(C(=O)NCCC(=O)NCCCC(=O)OCC)cc1	-0.4%	1151	/	i	/	/	/	-0.1	/	1.1	1347	671	58.8	i	/	-7.6	0.62	/
CCOC(=O)N1CCN(CC(=O)Nc2nnc(C(F)(F)F)s2)CC1	0.0%	/	/	i	/	/	/	/	/	1.4	/	836	57.3	i	/	-1.2	/	/
Cn1c(=O)n(C)c2cc(NC(=O)COc3ccc(F)cc3F)ccc21	0.2%	/	/	i	/	/	/	/	/	0.3	/	806	61.1	i	/	1.2	/	/
OC(CNCc1ccc2c(c1)OCO2)COc1ccccc1 (stereo not drawn)	-0.2%	1024	/	i	/	/	/	0.3	/	0.4	1333	709	28.7	i	/	34.9	0.22	/
Cn1nc([N+](=O)[O-])nc1Sc1cccc2cccnc12	-1.2%	1195	i	i	6.7	1.7	-6.2	-3.3	1.0	0.6	1054	600	15.2	i	-8.9	1.3	-1.14	-7.7
C/C(=N\Nc1nc2ccccc2[nH]1)c1cc2ccccc2o1	-0.1%	1163	i	i	4.6	2.9	3.9	-0.6	2.4	0.2	1145	583	5.1	i	60.2*	-3.5	-0.43	58.6*
CCOC(=O)c1cc2c(C(F)(F)F)cc(-c3cccnc3)nc2o1	0.1%	1150	i	i	12.4	4.4	10.0	0.8	4.6	0.5	1196	/	19.5	i	16.6	/	0	15.9
COC(=O)Cc1c(C)c2ccc(OCC(=O)N(C)C3CCS(=O)(=O)C3)cc2oc1=O (stereo not drawn)	0.0%	/	/	i	/	/	/	/	/	1.4	/	695	23.8	i	/	-3.8	/	/
Cc1ccc2c(c1)C1CN(C)CCC1N2C(=O)COc1ccc(N(C)S(=O)(=O)c2cccs2)cc1 (stereo not drawn)	0.4%	1040	/	i	/	/	/	-0.3	/	0.4	1229	727	22.5	i	/	-13.9	-0.15	/
O=C(c1noc2c1CSc1ccccc1-2)N1CCN(c2ccc(Cl)cc2)CC1	-0.4%	/	/	i	/	/	/	/	/	0.8	/	767	31.1	i	/	-23.9	/	/
CO/N=C/C(=N\Nc1cc(OC)cc(OC)c1)C(=O)c1ccccc1	0.0%	986	i	i	11.6	2.9	-4.4	0.8	4.3	0.1	1088	/	36.1	i	-7.0	/	-0.25	-21.1
O=C(COc1ccc2ccccc2c1)N1c2ccccc2Sc2ccccc21	0.6%	1859	i	i	6.2	1.8	-19.6	1.2	0.8	0.8	1079	649	39.9	i	44.3	9.4	-0.3	39.1
Cc1ccc(N2C(=O)CC(Sc3nc4ccccc4o3)C2=O)cc1Cl (stereo not drawn)	-0.4%	/	i	i	9.0	2.0	-32.6	/	1.9	0.7	/	/	7.3	i	16.7	/	/	35.9
COc1cccc(/C=N/Nc2ccc(S(=O)(=O)O)cc2)c1O	0.8%	1437	i	i	8.5	1.7	-21.0	-0.2	1.5	4.3	1416	/	59.9	i	12.0	/	0.35	-2.1
CCCCCC(=O)OCCc1c(C)nc2nc[nH]n2c1=O	0.3%	1246	i	i	7.2	1.3	-0.9	-2.5	1.1	0.4	1134	665	51.5	i	-12.4	15.2	0.64	-0.8
CCN(CC)C(=O)CSc1nc(Cc2ccccc2)nc2ccccc12	-0.8%	/	/	i	/	/	/	/	/	0.5	/	840	43.5	i	/	-7.4	/	/
O=C(c1ccc([N+](=O)[O-])cc1)N1CCN(Cc2ccccc2)CC1	-0.5%	1520	i	i	7.3	1.7	7.9	4.5	2.7	0.4	1047	644	50.4	i	-1.7	0.5	-1.2	15.6
O=C(NCC1CCCO1)c1ccc2c(=O)n(CC3CCCO3)c(=S)[nH]c2c1 (stereo not drawn)	0.8%	/	i	i	4.8	2.7	-8.6	-1.2	1.9	1.4	1203	782	22.1	i	4.8	5.3	/	11.3
CSc1ccc(CN2CCCC(CNC(=O)c3ccc(F)cc3)C2)cc1 (stereo not drawn)	-0.3%	1456	i	i	4.2	1.2	25.8	-1.3	0.8	0.5	1015	695	3.0	i	5.4	15.9	0.91	21.7
CC(C)c1ccc(-n2ccnc2SCC(=O)O)cc1	0.5%	1088	i	i	0.2	2.0	2.6	-3.1	1.5	0.6	1068	680	22.7	i	-17.7	3.2	-0.31	-7.1
C[C@@H](C(=O)Nc1ccc2ccccc2c1)[C@H]1C[C@]1(C)[C@H](NC(=O)c1cnccn1)c1ccccc1	0.7%	596	i	i	11.0	4.2	7.2	-1.7	2.9	1.2	550	696	/	/	13.5	-19.1	-4.74	-13.4
O=C1/C(=C/c2cccs2)CCc2ccccc21	-0.3%	933	i	i	7.7	3.3	-6.3	/	1.4	0.3	/	817	15.0	i	0.0	4.1	0.88	-4.1
O=C(O)C1CCCCC1C(=O)Nc1ccc(Cl)cc1 (stereo not drawn)	0.6%	1225	i	i	2.1	1.6	-10.2	-1.2	1.0	0.6	1107	563	58.5	i	4.2	8.5	1.36	-3.8
Cc1cc(/C=C(\C#N)C(=O)Nc2ccc(F)cc2)c(C)n1-c1ccc(N2CCOCC2)c([N+](=O)[O-])c1	1.8%	501	i	i	7.0	1.9	4.5	-4.1	1.2	0.7	1169	812	58.5	i	-2.7	25.2	-1.69	-2.7

Part of the list above in order of count of non-hydrogen atoms, lowest first:
mol	West Nile antiviral	Ins promoter up cell count	Autophagy HCS	Myeloid diff MLP	MT stabilizer cytotoxicity %	MT stabilizer	Autophagy HCS cell loss 18 h	b-catenin transl	MT stabilizer Hoechst-high %	Myeloid diff MLP GFP+ MAC1+ %	b-catenin transl cell count 5 µM	Hep lipid drop cells 6.5 µM	T cell modulator vesicle-bound %	T cell modulator	WT yeast gro inh	Hep lipid drop	Ins promoter up	WT yeast gro inh mutant strain
O=C1/C(=C/c2cccs2)CCc2ccccc21	-0.3%	933	i	i	7.7	3.3	-6.3	/	1.4	0.3	/	817	15.0	i	0.0	4.1	0.88	-4.1
CC(C)c1ccc(-n2ccnc2SCC(=O)O)cc1	0.5%	1088	i	i	0.2	2.0	2.6	-3.1	1.5	0.6	1068	680	22.7	i	-17.7	3.2	-0.31	-7.1
Cc1cc(/C=C(\C#N)C(=O)Nc2ccc(F)cc2)c(C)n1-c1ccc(N2CCOCC2)c([N+](=O)[O-])c1	1.8%	501	i	i	7.0	1.9	4.5	-4.1	1.2	0.7	1169	812	58.5	i	-2.7	25.2	-1.69	-2.7
